Screening results as filed in PubChem.
MCF10A rereplic: A quantitative high throughput screen for small molecules that induce DNA re-replication in MCF 10a normal breast cells; MCF 10A DNA re-replication, Hoechst nuclear intensity, 48 h; Potency, µM (highest dose often 46.1 µM), without a hit: at the top dose activity, positive = re-replication, usual class: activators; 350,000 compounds, 2.9% hits; AID 624296, 2012; note: potency is the fitted concentration of half-maximal effect; % of control where 0% means no effect; nearly all actives have a fitted effect of over 50% in size
HepG2 tox: qHTS for Inhibitors of TGF-b: Cytotox Counterscreen; HepG2 CAGA-GFP viability, ATP luminescence, 18 h; Potency, µM (series often up to 46.1 µM), for inactives: top-dose activity change, negative = cytotoxicity, hits mostly cytotoxic; 410,000 compounds, 0.76% hits; note: potency is the fitted concentration of half-maximal effect; some results filed as inactive show a strong effect at the top dose
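HepG2 CAGA-GFP cells (1000/well, DMEM with 1% FBS) received compound, then TGF-beta at 500 pg/mL final, and were incubated 18 hours at 37 degrees C. Viability was read by CellTiter-Glo luminescence. Media-only wells were set as complete cell-killing and DMSO as no toxicity.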
KB-3-1 tox: qHTS assay for MDR1-selective chemotherapeutics: Primary screen using the parental adenocarcinoma cell KB-3-1 | KB-3-1 viability, CellTiter-Glo ATP luminescence, 72 h | Potency, µM (titrated, usually from 46.1 µM), without a hit: at the top dose activity change, negative = cytotoxic, most hits filed as cytotoxic | 400,000 compounds, 1.4% hits; note: potency is the fitted concentration of half-maximal effect; % is set by controls: 0 for no effect and ±100 for the full control effect; nearly all actives have a fitted effect of over 60% in size
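72 h, 37 °C compound treatment of KB-3-1 parental cells; CellTiter-Glo added, 10 min, luminescence read. Data corrected against DMSO-only plates and normalized before curve fitting.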
SW480 rereplic: A quantitative high throughput screen for small molecules that induce DNA re-replication in SW480 colon adenocarcinoma cells; SW480 DNA re-replication, Hoechst DNA content imaging, 48 h; Potency, µM (highest dose often 46.1 µM), for the others: at the top dose re-replication activation, usual class: activators; 340,000 compounds, 1.8% hits; AID 624297, 2012; note: potency is the fitted concentration of half-maximal effect; % of control where 0% means no effect; nearly all actives have a fitted effect of over 55% in size
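Image-based read-out: total Hoechst fluorescence of nuclei (405 nm excitation, 500-530 nm emission), with hits raising the fraction of high-intensity nuclei. SW480 colon cells incubated 48 hr with compounds at 37 C.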
IL-1B inflam inh: qHTS for Inhibitors of Inflammasome Signaling: IL-1-beta AlphaLISA Primary Screen | 360,000 compounds, 4.7% hits | THP-1 LPS/ATP IL-1B secretion, AlphaLISA, 16 h; hits give low values | activity change, % at 57.5 µM; in the data active = activity change below about -50%; inconclusive = mostly about -30% to -49%; note: % is set by controls: 0 for no effect and ±100 for the full control effect
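THP-1 cells pretreated 1 hr with compounds (up to 57.5 uM final), then stimulated with LPS (250 ng/mL final) plus ATP (1.25 mM final); secreted IL-1B measured by AlphaLISA after 16 hr, decreased signal indicating inhibition.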
HT1080 IDH1KD tx: qHTS for induction of synthetic lethality in tumor cells producing 2HG: qHTS for the HT-1080-IDH1KD cell line | HT-1080 IDH1 knockdown viability, ATP luminescence, 48 h | Potency, µM (doses to about 46.1 µM), for inactives: at the top dose activity, negative = toxicity, actives largely listed as cytotoxic | 360,000 compounds, 2% hits | AID 686971, 2013;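 note: potency is the fitted concentration of half-maximal effect; 0% = DMSO wells and -100% = cell-free medium wells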
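Cytotoxicity counter-line: IDH1KD HT-1080, 48 h, CellTiter-Glo. Curves classed by r2, magnitude and activity.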
ATXN2 expr inh: Primary qHTS for Inhibitors of ATXN expression; 360,000 compounds, 0.72% hits; HEK-293 ATXN2-luciferase reporter, luminescence, 24 h; Potency, µM (doses to about 57 µM), for inactives: at the top dose activity change, negative = inhibition, usual class: inhibitors; AID 1745845, 2022; note: potency is the fitted concentration of half-maximal effect; % is set by controls: 0 for no effect and ±100 for the full control effect; nearly all actives have a fitted effect of over 55% in size
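qHTS (up to 57 uM final) was run with 24 h compound exposure of reporter cells at 37 °C. Each well was multiplexed: SteadyGlo luminescence measured ATXN2-luciferase expression after a fluorogenic Gly-Phe-AFC viability readout (25 uM final).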
HT1080-NT tox: qHTS for induction of synthetic lethality in tumor cells producing 2HG: qHTS for the HT-1080-NT fibrosarcoma cell line; HT-1080-NT fibrosarcoma viability, CellTiter-Glo ATP luminescence, 48 h; Potency, µM (series often up to 46.1 µM), for inactives: at the top dose activity, negative = less viability, actives largely listed as cytotoxic; 360,000 compounds, 1.6% hits;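 note: NT is the 2HG producing partner of a matched IDH1 knockdown line; potency is the fitted concentration of half-maximal effect; 0% = DMSO-treated cells and -100% = media-only wells without cells; nearly all actives have a fitted effect of over 55% in size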
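Fibrosarcoma NT cells, 750 per well in 5% FBS RPMI, were exposed to compound for 48 hours. Viability: CellTiter-Glo luminescence.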
ATXN viability: Viability Counterscreen for Primary qHTS for Inhibitors of ATXN expression. S2 cells (HEK-293 line with an ATXN2-luciferase reporter) viability, CellTiter-Fluor protease fluorescence, 24 h. 400,000 compounds, 0.49% hits. Potency, µM (top dose mostly 56.7 µM), hits mostly cytotoxic. AID 651635, 2014; note: potency is the fitted concentration of half-maximal effect; nearly all actives have a fitted effect of over 40% in size
The depositor's hits bear a star; i = inactive; ? = inconclusive; · = no result given; & = joins results of further samples; [ ] = dose if it differs, or a comment. Unless noted, calls come from the whole dose curve; as a rule, active = well fitted curve in the direction sought with a large enough effect; inconclusive = small, poorly fitted or top-dose-only effect, or another doubt; inactive = no such curve, though single readings can be large; an effect the other way counts as inactive or inconclusive.

SMILES	MCF10A rereplic	HepG2 tox	KB-3-1 tox	SW480 rereplic	IL-1B inflam inh	HT1080 IDH1KD tx	ATXN2 expr inh	HT1080-NT tox	ATXN viability
CCOc1ccc(OCC)c(Nc2cc(C)nc3nc(-c4ccco4)nn23)c1	·	-9%	3%	·	·	·	-14%	·	i
O=C(NCCN1CCC(n2c(=O)[nH]c3ccccc32)CC1)c1ccc(F)cc1Cl	·	·	?	·	-10	6%	-8%	1%	i
N#CC1CCN(c2ncccc2[N+](=O)[O-])CC1	-6%	-26%	-8%	-56%	·	1%	-18%	10%	i
COc1cccc(CNC(=O)c2c(C)nn(-c3ccc(F)cc3)c2-n2cccc2)c1	·	-17%	-17%	·	·	·	-26%	·	?
O=C(NC1=NN(c2ccccc2)CC1)Nc1ccccc1F	?	0%	32%	13%	-6	3%	9%	-2%	i
COc1ccc(-c2ccc(C)cc2)cc1[C@H]1[C@H]2C=CC[C@@H](C)[C@@H]2C(=O)N1Cc1ccccc1	-3%	-8%	-29%	1%	31	3%	6%	2%	i
O=C(CN1CCN(CC(=O)Nc2ccccc2Cl)CC1)NCC1(N2CCOCC2)CCCCC1	11%	6%	-10%	-2%	-29	2%	-17%	4%	?
Cc1nnc2ccc(-c3ccc(NS(=O)(=O)c4ccccc4[N+](=O)[O-])cc3)nn12	5%	-49%	-12%	-4%	48	-18%	·	-25%	i
O=C(c1cc2cc3ccc(Cl)cc3nc2o1)N1CCN(Cc2ccc3c(c2)OCO3)CC1	0%	-1%	0%	-5%	-4	10%	11%	23%	i
CC(C)N(CCCNC(=O)C1CCN(C(=O)c2cc3sccc3n2C)CC1)Cc1ccccc1	8%	-15%	-8%	30%	-9	-7%	-23%	-12%	i
CN(C(=O)c1cccc(NC(=O)Cc2ccc(NC(=O)C3CCCN(C(=O)C4CC4)C3)cc2)c1)C1CCCC1 (stereo unspecified)	1%	-13%	0%	3%	?	1%	-11%	3%	i
CCOC(=O)c1sc(NC(=O)c2c(C)nn(Cc3ccccc3)c2C)cc1C	?	-36%	0%	?	-20	?	4%	?	?
COc1ccc(C(=O)c2sc(Nc3ccc(NC(C)=O)cc3)nc2C)cc1	-2%	-23%	8%	-5%	44	4%	-11%	-1%	i
COc1ccc(OC)c(-n2nnnc2SCC(=O)Nc2ccccc2N2CCOCC2)c1	1%	-25%	-13%	-2%	-25	1%	·	1%	i
O=C(CCc1ccccc1)N1CCN(c2ccccn2)CC1	-1%	8%	-2%	-12%	-3	8%	9%	7%	i
CCOC(=O)C(NC(=O)C1C(C)N1S(=O)(=O)c1ccc(C)cc1)C(=O)OCC (stereo unspecified)	-5%	-3%	5%	-9%	3	6%	0%	5%	i
Cc1cc(C)nc(Sc2ncnc(N)c2[N+](=O)[O-])n1	21µM*	-29%	?	?	-128*	?	?	?	·
CCCC1(c2ccccc2)NC(=O)N(CCN2C(=O)c3ccccc3C2=O)C1=O (stereo unspecified)	-6%	0%	16%	-8%	21	12%	-6%	14%	i
COc1ccc(C(=O)N2CCN(C(=O)c3ccc(-c4ccccc4)cc3)CC2)cc1OC	28%	-1%	-5%	-2%	-9	-12%	-27%	-14%	i
CCCN(C(=O)CSc1nnc(-c2ccncc2)n1CCC)c1c(N)n(Cc2ccccc2)c(=O)[nH]c1=O	·	-2%	5%	·	-4	0%	·	0%	i
Cc1sc2ncnc(N[C@@H](CCC(=O)O)C(=O)O)c2c1C	18%	11%	8%	-13%	16	16%	0%	15%	i
COc1ccc(Cl)cc1NC(=O)CCNS(=O)(=O)c1cccc2nonc12	-25%	0%	-3%	-14%	-1	-2%	9%	-7%	i
CC(=O)Nc1ccc(S(=O)(=O)N[C@@H](C)C(=O)OCC(=O)c2ccc(C)cc2)cc1	-4%	-1%	19%	-10%	2	-1%	1%	1%	i
Cn1c(SCC(=O)N2CCCc3ccccc32)nnc1-c1cccs1	0%	4%	3%	-2%	-13	4%	-2%	0%	i
CC(=O)NS(=O)(=O)c1ccccc1	25%	-1%	-4%	-12%	16	7%	7%	3%	i
N#Cc1c(N)n(CCCN2CCOCC2)c2nc3ccccc3nc12	?	-12%	-18%	?	?	-10%	-20%	-1%	·
O=C(CCN1C(=O)/C(=C/c2ccccc2F)SC1=S)N[C@@H](CO)Cc1ccccc1	?	-13%	?	22µM*	-99*	?	?	-1%	?
CNCc1ccc(OCc2ccccc2)c(OC)c1	16%	-10%	15%	-1%	-14	-1%	8%	-18%	i
COc1ccc(CCC(=O)NCCS(=O)(=O)N2CCN(c3ccccc3F)CC2)cc1	8%	9%	-20%	26%	1	-7%	-2%	1%	i
COc1ccccc1CNC(=O)CS(=O)(=O)c1ccccc1	9%	6%	1%	-22%	12	3%	8%	5%	i
NS(=O)(=O)c1ccc(CCNc2ncnc3c2cnn3-c2cccc(Cl)c2)cc1	·	-40%	-8%	·	·	·	?	·	?
COc1ccccc1OCC#CCn1ccnc1	-1%	24%	2%	-51%[inhibitor]	-1	3%	·	2%	i
O=C(CN1CCN(S(=O)(=O)c2ccc(Cl)s2)CC1)NCc1ccc(Cl)cc1	23%	-40%	?	15%	0	-8%	-4%	0%	i
O=C1CCCC/C=C\C[C@H](CC(=O)N(CCO)Cc2ccccc2)C(=O)N2CCC[C@@H]2CO1	7%	3%	1%	-14%	9	-5%	2%	1%	i
COc1ccc2[nH]c3c(c2c1)CCN1C(=O)N([C@@H](C)C(=O)NCc2ccco2)C(=O)[C@]31C	-3%	9%	0%	?	0	0%	8%	1%	i
CCN(CC(=O)Nc1c(F)cccc1F)C(=O)CN1C(=O)C2CCCCC2C1=O (stereo unspecified)	5%	5%	1%	-2%	17	4%	6%	5%	i
CCn1cc(C(=O)NCCc2ccc(C)cc2)c(=O)c2cc(S(=O)(=O)N(C)C)ccc21	2%	-4%&-32%	2%&18%	30%	-10	-2%	10%	-1%	i
O=C(NCC1CCCCC1)c1csc([C@@H]2O[C@H](CO)[C@H](O)[C@H](O)[C@H]2O)n1	·	0%	0%	·	28	16%	8%	-3%	i
COc1ccc(N2CCN(C(=O)c3csc4ccccc34)CC2)cc1	9%	-6%	-5%	1%	-6	12%	-18%	9%	i
O=C(NCc1ccco1)C(c1ccncc1)N(C(=O)Cc1cccs1)c1ccccc1 (stereo unspecified)	-6%	2%	-2%	-4%	-15	9%	-9%	10%	i
O=C(c1ccc2c(c1)OCCO2)N1CCN(c2ccccn2)CC1	-33%	-5%	17%	-17%	-12	26%	0%	22%	i
CC(=O)Nc1cccn(Cc2c(Cl)cccc2Cl)c1=O	?	1%	1%	-2%	55	30%	2%	1%	i
CC(=O)Nc1ccc(-c2csc(NC(C)c3ccccc3)n2)cc1 (stereo unspecified)	-2%	-2%	12%	-4%	21	6%	26%	5%	i
CCOCC(=O)Nc1ccc(OCc2ccccc2)cc1	-20%	-13%	10%	-10%	-17	11%	2%	18%	i
N#Cc1ccc2[nH]cc(CCO)c2c1	19%	11%	8%	-8%	33	8%	13%	18%	i
CCCc1cc(C(=O)Nc2c(C)nn(Cc3ccc(C)cc3)c2C)no1	·	-19%	-5%	·	·	·	-23%	·	i
C=CC[C@H](CC(=O)NCCO)C(=O)N[C@@H](COC(=O)[C@H](CC=C)CC(=O)OC(C)(C)C)Cc1ccccc1	-10%	-3%	0%	-7%	15	-1%	-6%	-1%	i
COc1cc(NC(=O)Cn2cnc(S(=O)(=O)N3CCC(C)CC3)c2)cc(OC)c1OC	-2%	-2%	-7%	-6%	30	-1%	13%	5%	i
CC(=O)c1ccc(N2CCN(C(=O)C3CCN(S(=O)(=O)c4ccc(Br)s4)CC3)CC2)cc1	·	-1%	0%	·	·	·	?	·	i
O=C(CC(c1ccccc1)c1cc(Cl)ccc1O)N1CCOCC1 (stereo unspecified)	7%	-4%	-15%	0%	1	3%	-18%	2%	?

(listing goes on)
SMILES	MCF10A rereplic	HepG2 tox	KB-3-1 tox	SW480 rereplic	IL-1B inflam inh	HT1080 IDH1KD tx	ATXN2 expr inh	HT1080-NT tox	ATXN viability
CCOC(=O)N1CCN(CC(=O)Nc2cc(C)nn2-c2nc3ccccc3s2)CC1	-7%	-16%	6%	8%	36	-8%	-11%	10%	?
Cc1c(Cl)cccc1NC(=O)C1CCCN(c2ncnc3onc(C)c23)C1 (stereo unspecified)	·	13%	0%	·	·	·	14%	·	i
CCOc1cc(C2C(C(=O)c3ccc(C)o3)=C(O)C(=O)N2CCc2ccccc2)ccc1O (stereo unspecified)	13%	-21%	-3%	6%	4	-16%	-7%	-11%	i
Cn1nc(C(=O)O)c(=O)n(C)c1=O	-1%	0%	4%	2%	14	12%	5%	3%	i
Cc1ccc(/C=N\NC(=O)COc2ccc(C)cc2[N+](=O)[O-])cc1	7%	-13%	11%	-12%	-21	20%	0%	0%	i

Rows were taken by chance. About 8.9% of those tested had a hit in this group.
